High-throughput results deposited in PubChem by National Center for Advancing Translational Sciences (NCATS).
ERK EGF block = inhibitors of EGF-stimulated ERK signaling pathway; Potency, µM (highest dose often 11.5 µM), for the others: top-dose activity change, negative = inhibition, usual class: inhibitors; HEK293-V1b, EGF-stimulated phospho-ERK AlphaScreen; actives 0.41% (n = 130,000); AID 1454; active means well fitted inhibition curve with a large enough effect; inconclusive means small, poorly fitted or top-dose-only effect, or effect the other way;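 further: plate controls were stimulated vehicle wells for no effect and unstimulated vehicle basal for full effect; nearly all actives have a fitted effect of over 55% in size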
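Concentration-response of compounds against EGF-driven ERK phosphorylation in V1b-expressing HEK293 cells; 30 min preincubation, 5 min EGF, AlphaScreen detection; Normalized to DMSO basal and 25 nM EGF.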
* = called active by the depositor; ? = inconclusive; [ ] = another dose, or the depositor's remark. Potency means the concentration at half of the fitted maximal effect.

molecule | ERK EGF block
CC(NC(=O)Nc1ccc(Cl)cc1)C1CCCO1 (centres undefined) | -16%[57.5 µM]
O=C(Nc1ccccc1)Nc1c(F)cccc1F | 5%
CCCCNC(=O)C1CC(=O)N(CCc2ccccc2)C1 (centres undefined) | -9%
COc1ccc(/C=N/NC(=O)c2ccn[nH]2)cc1Cn1cc([N+](=O)[O-])cn1 | 0%[57.5 µM]
Cc1cccc(OCC(=O)N2CCN(S(C)(=O)=O)CC2)c1 | -2%
CCC1CCCCN1C(=O)COc1c(Br)cc(Br)c2cccnc12 (centres undefined) | -1%
CC(C)OCCCn1c(SCC(=O)N2CCc3ccccc32)nc2ccccc2c1=O | 2%
O=C(/C=C\Nc1ccc(S(=O)(=O)Nc2ncccn2)cc1)c1ccccc1 | 1%[57.5 µM]
Cc1ccc(C)c(NC(=O)Cc2nc(CCl)cs2)c1 | -5%
Cc1ccc(-n2c(C)cc(C(=O)CN3CCOCC3)c2C)cc1C | -1%
Cc1ccc(C(c2nnnn2C2CCCC2)N2CCc3ccccc32)cc1 (centres undefined) | -5%
COc1ccccc1-n1c(C)cc(/C=C2/C(=N)N3C(=NC2=O)SN=C3S(C)(=O)=O)c1C | 12%
COc1ccc(N2C(=O)C(CC(=O)Nc3ccccc3)N(Cc3ccc(OC)c(OC)c3)C2=O)cc1 (centres undefined) | 2%
COc1c(O)cc2c(=O)oc3c(OC)c(O)cc4c(=O)oc1c2c34 | -6%
COCCN1C(=O)/C(=C/c2ccc(N3CCCC3)cc2C)SC1=S | 22µM*
CCSCc1nnc(SCC(=O)Nc2cc(F)ccc2C)n1C | -2%
C=CCn1c(NS(=O)(=O)c2ccccc2)c(S(=O)(=O)c2ccc(C)cc2)c2nc3ccccc3nc21 | 15%
COC(=O)N1CCC2(CCN(C(=O)Nc3cccc(F)c3)CC2)CC1 | -4%
N/C(Cc1ccc(Cl)cc1Cl)=N\OC(=O)c1ccccc1F | 1%
CCOC(=O)NC(C(Cl)(Cl)Cl)S(=O)(=O)c1ccccc1 (centres undefined) | -13%[57.5 µM]

Next records.
molecule | ERK EGF block
O=C(c1ccc(S(=O)(=O)N2CCOCC2)cc1)N(c1cccc(Cl)c1)C1C=CS(=O)(=O)C1 (centres undefined) | -12%
Cc1cc(C)cc(-n2cccc2/C=C2/C(=N)N3C(=NC2=O)SN=C3S(C)(=O)=O)c1 | -5%
Cc1ccccc1-c1nnc(NC(=O)c2cc3ccccc3oc2=O)s1 | -1%
CCn1c(C)nc2cc(C(=O)NNC(=O)Nc3cccc(Cl)c3)ccc21 | 4%
COc1nc(Nc2ccc([N+](=O)[O-])cc2)nc(NC(C)C)n1 | 9%
CC(=O)c1c(C)[nH]c(C(=O)OCC(=O)N2CC(=O)Nc3ccccc32)c1C | -2%
C=CCN1CCN(C(c2cccc(OC)c2OC)c2nnnn2CCC(C)C)CC1 (centres undefined) | 2%
COCCn1c(SCC(=O)N2CCCc3ccccc32)nnc1-c1ccoc1C | -6%
CCOC(=O)c1ccc(CN(Cc2ccc(C)cc2)S(=O)(=O)c2cccc([N+](=O)[O-])c2)cc1 | 2%
O=C(c1ccccc1)c1ccc(-c2ccc(O)cc2)cc1 | -4%[57.5 µM]
Cc1cc(NC(=O)c2ccc([N+](=O)[O-])o2)ccc1NC(=O)c1ccco1 | -3%
O=c1c(Cc2c(F)cccc2Cl)c(O)ccn1Cc1ccc2c(c1)OCO2 | -3%
CCOC(=O)Cc1csc(NC(=O)COc2c(C)cccc2C)n1 | 0%
COCCNC(=S)N(CCc1c(C)[nH]c2ccccc12)Cc1ccco1 | -4%
CCCc1cc(=O)[nH]c(SCC(=O)c2cc(C)n(-c3c(C)n(C)n(-c4ccccc4)c3=O)c2C)n1 | -1%
O=C(NCc1cccnc1)c1ccc(Cl)c(S(=O)(=O)Nc2ccccc2C(=O)NCc2cccnc2)c1 | 4%
COc1ccccc1Oc1coc2cc(O)ccc2c1=O | 2%
O=C(COc1ccc2c(C(F)(F)F)cc(=O)oc2c1)Nc1ccc(N2CCOCC2)cc1 | 2%
CS(=O)(=O)c1[nH]nc(-c2cccc(Cl)c2)c1C#N | 13%[57.5 µM]
Cc1cccc(OCC(=O)N2CCN(C(=O)c3ccc([N+](=O)[O-])cc3)CC2)c1 | -6%

Further records follow.
molecule | ERK EGF block
COC(=O)c1ccc(C(NC(=O)OCc2ccccc2)/C(F)=C/[C@@H](C)C(=O)N[C@@H](CO)Cc2ccccc2)cc1 (some centres undefined) | 1%
Cc1cc2ncn(C(=O)c3cc(-c4ccccc4)nc4ccccc34)c2cc1C | -5%
CC(=O)Nc1ccc(NC(=O)c2ccccc2CCc2ccccc2)cc1 | -4%
C=CCN1C(=O)N/C(=C/c2ccccc2OCC(=O)Nc2ccc(F)cc2)C1=O | 3%
CCc1cccc2c1NC(=O)C2(O)CC(=O)c1cccs1 (centres undefined) | -19%
COc1cc(OC)cc(C(=O)N[C@H](C(=O)NCc2ccco2)C(C)C)c1 | -3%
O=C(NC(=S)NCCC1=CCCCC1)c1ccc(Br)o1 | -7%
CN(C)C(=O)c1cccn1-c1ncc(C(F)(F)F)cc1Cl | -2%
Cn1c(SCn2nnc3ccccc3c2=O)nc2ccccc2c1=O | -6%
O=C(CNCCO)N1N=C(c2cccs2)CC1c1cccs1 (centres undefined) | -10%
Cc1occc1C(=O)NNC(=O)c1cccc(F)c1 | -3%
Cc1ccc(C(C(=O)NCc2ccc(F)cc2)N(CCCO)C(=O)C2COc3ccccc3O2)o1 (centres undefined) | -7%
CCCCCn1c(SCC(=O)CC(=O)OCC)nc2cc(C(=O)N3CCC(C(N)=O)CC3)ccc2c1=O | -8%
O=S(=O)(Cc1ccccc1)C1CCCCC1O (centres undefined) | -1%[57.5 µM]
CCOc1cccc(C(=O)Nc2nccs2)c1 | 1%
COc1cccc2cc(C(C)N(CCCN3CCOCC3)C(=S)Nc3ccc(C)c(C)c3)oc12 (centres undefined) | -3%
Cc1oc(C(C)(C)C)cc1C(=O)Nc1cccc(/C=C\C(=O)O)c1 | -1%
O=C(O)c1ccc(-n2cc(-c3cc4ccccc4oc3=O)[nH]c2=S)cc1 | -8%
Cc1cc(C)n(CC(=O)NC2C(=O)N3C(C(=O)O)=C(CSc4nnc(C)s4)CSC23)n1 (centres undefined) | -5%
O=C(C[n+]1ccc(Cc2ccccc2)cc1)Nc1ccccc1 | -8%

Structures from the list above that contain fluorine, in the order listed:
molecule | ERK EGF block
O=C(Nc1ccccc1)Nc1c(F)cccc1F | 5%
CCSCc1nnc(SCC(=O)Nc2cc(F)ccc2C)n1C | -2%
COC(=O)N1CCC2(CCN(C(=O)Nc3cccc(F)c3)CC2)CC1 | -4%
N/C(Cc1ccc(Cl)cc1Cl)=N\OC(=O)c1ccccc1F | 1%
O=c1c(Cc2c(F)cccc2Cl)c(O)ccn1Cc1ccc2c(c1)OCO2 | -3%
O=C(COc1ccc2c(C(F)(F)F)cc(=O)oc2c1)Nc1ccc(N2CCOCC2)cc1 | 2%
COC(=O)c1ccc(C(NC(=O)OCc2ccccc2)/C(F)=C/[C@@H](C)C(=O)N[C@@H](CO)Cc2ccccc2)cc1 (some centres undefined) | 1%
C=CCN1C(=O)N/C(=C/c2ccccc2OCC(=O)Nc2ccc(F)cc2)C1=O | 3%
CN(C)C(=O)c1cccn1-c1ncc(C(F)(F)F)cc1Cl | -2%
Cc1occc1C(=O)NNC(=O)c1cccc(F)c1 | -3%
Cc1ccc(C(C(=O)NCc2ccc(F)cc2)N(CCCO)C(=O)C2COc3ccccc3O2)o1 (centres undefined) | -7%

New compounds follow
molecule | ERK EGF block
COc1ccccc1CNS(=O)(=O)N(C)C | -9%
Cc1cccc(C)c1NC(=O)C(c1ccccc1)N1CCOCC1 (centres undefined) | 7%
Cc1cc(NC(=O)NN2CCOCC2)nn1-c1c(Cl)cccc1Cl | -2%[57.5 µM]
CCN=C1S/C(=C\c2ccc(-c3cccc(C(=O)O)c3)o2)C(=O)N1CC | -2%
O=C(COC(=O)c1cccc([N+](=O)[O-])c1)NCc1ccc2c(c1)OCO2 | -3%
COc1ccc(OC)c(C2=NOC(C(=O)Nc3cc(C)nn3-c3ccccc3)C2)c1 (centres undefined) | -12%
C/C(CC(=O)N1CCN(C=O)CC1)=N\NC(=O)c1ccc(Br)cc1 | -5%
O=C(CSc1nnc2c(n1)[nH]c1ccccc12)Nc1ccc(S(=O)(=O)Nc2ncccn2)cc1 | -1%
O=C(N/N=C/C=C\c1ccccc1[N+](=O)[O-])c1cccs1 | 0%
COc1ccccc1NC(=O)c1ccc(-c2ccccc2[N+](=O)[O-])o1 | -3%
COC1=C(N)C(=O)c2nc(-c3nc(C(=O)O)c(C)c(-c4ccc(OC)c(OC)c4O)c3N)ccc2C1=O | ?
COc1cc(NC(=O)c2nccn2C)cc(C(=O)Nc2cccc(C(F)(F)F)c2)c1 | 3%[57.5 µM]
COc1ccc(CSc2nc(C)[nH]c2[N+](=O)[O-])cc1[N+](=O)[O-] | 2%[57.5 µM]
CCOC(=O)C(=O)NNc1ccccc1C | -1%
OCCC1CN(Cc2cccn2-c2nccs2)CCN1CCc1ccccc1 (centres undefined) | 2%
COc1ccc(CNC(=O)c2cc(C)nc3ccccc23)cc1OC | 3%
Oc1c(Br)cc(Br)cc1CNc1ccccn1 | -1%[57.5 µM]
COC(=O)C1=C(C)N(c2ccc(OC)cc2)C(C)=C(C(=O)OC)C1c1ccccc1 | -9%[57.5 µM]
Cc1cccc(-c2nnc(SCC(=O)Nc3nc4c(s3)CCCC4)n2C)c1 | -10%
N/C(=N\OC(=O)c1cccs1)C1(c2ccc(Cl)cc2Cl)CC1 | 10%[57.5 µM]

Remaining list, next part:
molecule | ERK EGF block
COCCCN=C1NN=C(c2cc(C)n(Cc3ccco3)c2C)CS1 | 4%
O=C(CSc1nccc(=O)[nH]1)NC1CCCc2ccccc21 (centres undefined) | 15%[57.5 µM]
CCSC1=NCCN1C(=O)c1ccc(S(=O)(=O)N(C)C)cc1 | -8%
CC(=O)N(Cc1c(C#N)c2ccccc2n1C)c1ccccc1 | 9%
CCSC1=N/C(=C\c2cccnc2)C(=O)N1c1ccccc1 | -1%
CC1(c2ccc(C#N)cc2)NC(=O)N(CC(=O)Nc2cc(S(=O)(=O)N3CCOCC3)ccc2Cl)C1=O (centres undefined) | 0%
CN(Cc1ccc(F)cc1)C(=O)c1cc(COc2ccc(F)cc2F)on1 | -2%
O=C1C2C3C=CC(C4CC34)C2C(=O)N1/N=C/c1c[nH]c2ccccc12 (centres undefined) | 22%[57.5 µM]
COc1ccc(-c2ccc(Nc3ccc(C(=O)N4CCOCC4)cc3)nn2)cc1OC | -1%
O=C(C1=C[C@@H](C2CCCCC2)C[C@@H](OCCCCO)O1)N1CCN(Cc2ccc3c(c2)OCO3)CC1 | -5%[57.5 µM]
COc1ccc(/C=C/C(=O)NCCN=C2NS(=O)(=O)c3ccccc32)cc1 | -3%
CC(C)CCNC(=O)C(c1ccncc1)N(C(=O)Cn1nnc(-c2ccc(F)cc2)n1)c1ccccc1F (centres undefined) | 1%
CC(C)OC(=O)NS(=O)(=O)c1cccc([N+](=O)[O-])c1 | 3%
Cc1ccc(Sc2ncccc2C(=O)NC2CCCCCC2)cc1C | 4%
O=S(=O)(c1ccc(Br)cc1)c1nc(-c2ccco2)oc1NCC1CCCO1 (centres undefined) | 3%
CCC(C(=O)OCC(=O)NC(=O)NC(C)(C)C)c1ccccc1 (centres undefined) | 2%
Nc1nnc(-c2cccc(F)c2)s1 | -10%[57.5 µM]
CCOC(=O)c1ccccc1NC(=S)N1CCC(C)CC1 | -2%
CC1CN(S(=O)(=O)c2ccc(C(=O)Nc3nccs3)cc2)CC(C)O1 (centres undefined) | 5%[57.5 µM]
CCCC1=C([O-])C2N=CC=CC2=[N+](c2ccccn2)C1=O (centres undefined) | 3%

Continuation:
molecule | ERK EGF block
CCOC(=O)c1c(C)nc(C)c(C(=O)OCC)c1-c1ccc(O)c(OC)c1 | 1%[57.5 µM]
CC(NC(=O)C1CC1)C(c1cccs1)N1CCOCC1 (centres undefined) | -3%[57.5 µM]
O=C(CSc1nccc(=O)[nH]1)NN(c1ccccc1)c1ccccc1 | -6%
Cc1cc(C)c(S(=O)(=O)c2ccccc2)c(N2CCOCC2)n1 | 4%
COc1cccc(-c2cc(C(F)(F)F)n3ncc(C(=O)N4CCc5ccccc5C4)c3n2)c1 | -3%
O=C1CCN(CCc2ccccc2)CCN1[C@H](CSc1ccc(Br)cc1)Cc1ccccc1 | 13%[57.5 µM]
O=C(NCCCNc1ccc([N+](=O)[O-])cc1)C(F)(F)F | 6%
COc1ccc2c(C)nc(N/C(N)=N/S(=O)(=O)c3ccc(C)cc3)nc2c1 | 11%
Cc1onc(-c2c(F)cccc2Cl)c1C(=O)NC(=S)NC1CCS(=O)(=O)C1 (centres undefined) | -6%
O=[N+]([O-])c1ccc(N/N=C2/CCCCC2c2ccccn2)cc1 (centres undefined) | 0%
O=c1[nH]n(CCO)c(=O)c2cccnc12 | -7%[57.5 µM]
O=C(O)CCn1cc(/C=C2\NC(=S)N(c3ccccc3)C2=O)c(-c2ccc(Br)cc2)n1 | -2%
CCCCNC(=O)CN1C(=O)c2cccc(N)c2C1=O | 14%
COC(=O)Nc1ccc(S(=O)(=O)N2CCCC(C(=O)O)C2)cc1 (centres undefined) | -1%
CCc1ccc(C2c3[nH]c4ccccc4c3CCN2C(=O)CN2CCN(CC)CC2)cc1 (centres undefined) | 3%
CN(C)c1ccc(NC(=O)CN2CCC(O)(c3ccccc3)CC2)cc1 | 3%
CCNc1nc(NCc2ccccc2)nc(Oc2ccc(=O)[nH]n2)n1 | 2%
O=[N+]([O-])c1[nH]cnc1/C=C/c1ccccc1 | 0%[57.5 µM]

These rows are one share of the data; rates above refer to the full screens.
